# Source: PubChem
# SIRT5 inh: inhibitors of human sirtuin-5 desuccinylase; Q9NXA8; Purified SirT5, succinyl-peptide AMC, trypsin-coupled fluorescence; inhibition, % at 15 µM; 330,000 tested, 1.1% active; AID 652115; in the data active = inhibition above about 15%; inconclusive = no clear call, values can overlap the other calls
# Target sequence (Q9NXA8 whole entry, looked up): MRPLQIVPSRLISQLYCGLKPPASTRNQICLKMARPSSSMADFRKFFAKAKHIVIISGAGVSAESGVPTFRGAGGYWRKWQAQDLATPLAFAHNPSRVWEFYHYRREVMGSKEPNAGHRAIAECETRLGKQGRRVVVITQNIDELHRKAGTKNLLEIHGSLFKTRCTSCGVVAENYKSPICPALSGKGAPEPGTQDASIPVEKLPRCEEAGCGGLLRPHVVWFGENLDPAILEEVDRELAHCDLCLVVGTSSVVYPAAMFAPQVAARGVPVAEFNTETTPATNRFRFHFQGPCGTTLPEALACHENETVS
# esBAF inh: blocks esBAF chromatin remodeling in mouse ES cells. Bmi1-luciferase knock-in reporter, 24 h; 100% = twice the neutral-well signal. reporter increase, % at 12.5 µM. 350,000 tested, 2% active. AID 602393; in the data active = activation above about 40%; inconclusive = no clear call, values can overlap the other calls;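 note: 0% = median of the plate's neutral control wells and 100% = double that signal; a rise in the Bmi1 reporter signal indicates esBAF inhibition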
# Cneo AK release: causes C. neoformans cell lysis; adenylate kinase release luminescence, 4 h; normalised: neutral wells 0, clomiphene wells 100; lysis activity, % at 15 µM; 360,000 tested, 0.2% active; AID 651654;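 active = mean lysis activity across replicates of at least 80%, whatever share of replicates individually reach that level; inactive = mean lysis activity below 80%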
#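 Test system: log-phase Cryptococcus neoformans yeast cells. Input: 5 × 10^6 yeast cells/mL. Medium: fresh YPD growth medium. Doses: single dose. Incubation: static 4 h at 37 °C with compound, 1 h detection. Measured by: luminescent adenylate kinase detection reagent. Read-out: signal increase indicating cell lysis. Benchmarks: Clomiphene.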
# Statin myotox sup: suppression of simvastatin myotoxicity; C2C12 myotubes + simvastatin, ATP luminescence, 48 h; scaled: DMSO 0, geranylgeraniol control 100; rescue of ATP level, % at 7.49 µM; 330,000 tested, 0.78% active;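 active = mean ATP rescue above about 67%, or every replicate alone reaching that limit, limit read from the data, passing the limit was not always enough; inconclusive = no clear call, values can overlap the other calls; inactive = mean under the limit and some replicate under it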;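 note: myotubes were challenged with 10 µM simvastatin during compound exposure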
# miR122 inh: miR-122 inhibition in Huh7 cells. Huh7 miR-122 Renilla luciferase sensor, 48 h; neutral wells = 0, positive control = 100. activation (reporter increase), % at 12.5 µM. 340,000 tested, 0.3% active. AID 602342;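 active = mean replicate activation score at least 90 and every replicate individually at or above 90; inconclusive = only one of the two criteria met; inactive = neither criterion met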;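 note: higher luciferase means less miR-122 activity so hits act as miR-122 inhibitors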
# ARNT TACC3 PPI: disrupts binding between human ARNT and TACC3; Q9Y6A5; AlphaScreen His-ARNT PAS-B/GST-TACC3 binding, luminescence; TACC3 fragment carries E629A point mutation; inhibition, % at 9.99 µM; 390,000 tested, 0.66% active; AID 623870;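 active = mean inhibition of replicates at least 50% and at least half of replicates each reaching 50%; inconclusive = half or more replicates reach 50% but mean below 50%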;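 note: 0% = complete ARNT plus TACC3 wells and 100% = ARNT alone without TACC3; many hits fall short of the cut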
# ERp5 block: ERp5 (human) disulfide isomerase inhibition; Q15084; ERp5 insulin aggregation, absorbance 650 nm, 90 min; inhibition, % at 9.99 µM; 350,000 tested, 0.05% active; AID 651711;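 active = mean replicate inhibition above about 25%, with every replicate also reaching it, limit read from the data, passing the limit was not always enough; inconclusive = only one of those two criteria met; inactive = neither criterion met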
# Target sequence (Q15084 whole entry, looked up): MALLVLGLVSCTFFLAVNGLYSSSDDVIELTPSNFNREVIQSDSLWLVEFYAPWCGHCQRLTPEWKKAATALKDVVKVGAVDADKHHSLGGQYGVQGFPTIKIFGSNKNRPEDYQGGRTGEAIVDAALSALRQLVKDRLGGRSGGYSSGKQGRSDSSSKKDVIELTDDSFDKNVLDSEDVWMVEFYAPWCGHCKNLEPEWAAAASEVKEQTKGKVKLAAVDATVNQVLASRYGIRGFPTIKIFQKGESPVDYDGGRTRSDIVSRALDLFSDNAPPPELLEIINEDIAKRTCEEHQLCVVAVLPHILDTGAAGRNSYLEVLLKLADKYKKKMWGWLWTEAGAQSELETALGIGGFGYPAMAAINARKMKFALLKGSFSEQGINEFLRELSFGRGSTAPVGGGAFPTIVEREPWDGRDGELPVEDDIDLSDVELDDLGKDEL
# * marks the source's active call; other numbers are inactive results; ? = inconclusive; / = no result given; [ ] = dose if it differs, or a comment.
1) Cc1csc(NC(=O)c2ccc(Cl)nc2)n1
2) COc1ccc(S(=O)(=O)N2CCOC2CNC(=O)C(=O)NCc2ccccc2OC)cc1 (stereo not drawn)
3) COc1ccc(CC(=O)Nc2sc(Cc3ccccc3)c(C)c2C(N)=O)cc1
4) COC(=O)c1ccc(NC(=O)CCc2c(C)nc3ncnn3c2C)cc1
5) CC(=O)N(C)C[C@@H]1Oc2ncc(-c3ccc(C)cc3)cc2C(=O)N([C@@H](C)CO)C[C@H]1C
6) C[C@H](CO)N1C[C@H](C)[C@@H](CN(C)S(=O)(=O)c2ccc(Cl)cc2)Oc2ccc(NS(=O)(=O)c3cccs3)cc2C1=O

assay / entry	1	2	3	4	5	6
SIRT5 inh	1	1	/	/	-9	-1
esBAF inh	27	1	-13	-1	3	-7
Cneo AK release	0	-3	-5	-1	-6	-3
Statin myotox sup	2	-2	-32	0	5	47
miR122 inh	/	-7	-5	6	7[16.7 µM]	-1[16.7 µM]
ARNT TACC3 PPI	-22	-27	-6	-7	17	-3
ERp5 block	2	3	/	/	8	4

7) Cn1cc(CN2CCC(n3nccc3NC(=O)C3CCCC3)CC2)cn1
8) O=C(Nc1ccc2nc(-c3cccnc3)[nH]c2c1)c1ccccc1F
9) COC(=O)c1ccc(NC2=C(Cl)C(=O)OC2OC(=O)c2ccccc2)cc1 (stereo not drawn)
10) COCC(=O)Nc1ccc2c(c1)C(=O)N(C)[C@@H]1CC[C@H](CC(=O)NCCCN(C)C)O[C@H]1CO2
11) CN(C)CC#Cc1ccc([C@H]2[C@H]3CN(C(=O)CN(C)C)CCCCN3[C@H]2CO)cc1
12) O=C(O)C1C2C=CC(C2)C1C(=O)NCCCN1CCOCC1 (stereo not drawn)

assay / entry	7	8	9	10	11	12
SIRT5 inh	-4	/	-6	-3	4	/
esBAF inh	3	/	-3	6	-1	2
Cneo AK release	2	1	2	1	6	-1
Statin myotox sup	-17	/	3	-25	19	10
miR122 inh	-1	2	-27	-45[16.7 µM]	23[16.7 µM]	/
ARNT TACC3 PPI	0	10	-2	/	1	1
ERp5 block	0	/	1	-1	2	/

13) O=C(NC1CCCC1)C(c1cccnc1)N(C(=O)c1csnn1)c1ccccc1Cl (stereo not drawn)
14) O=C(CCn1nc(-c2ccc(Cl)cc2)c2ccccc2c1=O)NCC1CCCO1 (stereo not drawn)
15) CCOC(=O)c1ccccc1OCc1cc(/C=N/NC(=O)c2ccncc2)ccc1OC
16) COc1cc2c(cc1OC)C(c1cc(Br)ccc1O)N(C(C)=O)CC2 (stereo not drawn)
17) CNC(=O)C[C@@H]1CC[C@H]2[C@@H](COC[C@@H](O)CN2C(=O)c2ccccn2)O1
18) Cc1ccc2c(c1)COc1c3ccc(C(=O)N[C@@H](CO)C(C)C)cc3nn1-2

assay / entry	13	14	15	16	17	18
SIRT5 inh	-1	/	-6	0	0	0
esBAF inh	-2	15	4	-7	3	73*
Cneo AK release	2	0	1	/	-1	-16
Statin myotox sup	-21	/	-1	1	-17	-35
miR122 inh	-4	-7	5	/	-3[16.7 µM]	-3
ARNT TACC3 PPI	-4	-14	1	13	-5	8
ERp5 block	6	/	1	3	-5	-3

19) O=C(Nc1cc(S(=O)(=O)N2CCOCC2)ccc1N1CCOCC1)c1ccc(Cl)nc1
20) O=C(NCc1ccccc1Cl)c1ccc2sc([C@H]3C[C@H](O)[C@@H](CO)O3)nc2c1
21) COc1ccc(S(=O)(=O)N2CCCCC2c2cc(C(=O)N3CCOCC3)no2)cc1 (stereo not drawn)
22) CC(C)C[C@H](NC(=O)c1nc[nH]c1C(=O)NC1CCN(C(=O)OC(C)(C)C)CC1)C(=O)OCc1ccccc1
23) COc1ccc(OC)c(S(=O)(=O)NC(=O)C2(C)CCN2C(=O)Cc2ccccc2Cl)c1 (stereo not drawn)
24) CCCc1ccc(S(=O)(=O)NCCc2ccncc2)cc1

assay / entry	19	20	21	22	23	24
SIRT5 inh	-8	-3	-1	-1	-3	/
esBAF inh	-3	12	-2	0	-3	/
Cneo AK release	2	3	3	-1	-2	-2
Statin myotox sup	2	1	-6	7	-4	/
miR122 inh	-7	0	-1	-3	-5	-36
ARNT TACC3 PPI	8	/	/	4	/	16
ERp5 block	0	-1	2	2	2	/

# Already shown: 3 of the compounds above.
22) CC(C)C[C@H](NC(=O)c1nc[nH]c1C(=O)NC1CCN(C(=O)OC(C)(C)C)CC1)C(=O)OCc1ccccc1
23) COc1ccc(OC)c(S(=O)(=O)NC(=O)C2(C)CCN2C(=O)Cc2ccccc2Cl)c1 (stereo not drawn)
24) CCCc1ccc(S(=O)(=O)NCCc2ccncc2)cc1

assay / entry	22	23	24
SIRT5 inh	-1	-3	/
esBAF inh	0	-3	/
Cneo AK release	-1	-2	-2
Statin myotox sup	7	-4	/
miR122 inh	-3	-5	-36
ARNT TACC3 PPI	4	/	16
ERp5 block	2	2	/

# More compounds:
25) O=C(O)c1ccc(-c2nc(-c3ccccc3Cl)cs2)cc1
26) COc1cccc2cc(C(=O)NCCc3ccccc3)oc12
27) COc1ccc(C2C(C#N)=C(/N=C/N3CCN(C)CC3)OC3=C2C(=O)CC(C)(C)C3)cc1 (stereo not drawn)
28) CNC(=O)C1CC(=O)N(CCc2ccc(OC)cc2)C(=Nc2ccc(OC)cc2)S1 (stereo not drawn)
29) CC1CCCC(NC(=O)c2ccc3snnc3c2)C1C (stereo not drawn)
30) NNC(=O)C(=O)Nc1ccc(O)cc1

assay / entry	25	26	27	28	29	30
SIRT5 inh	-5	-1	/	/	2	1
esBAF inh	/	37	0	-4	28	17
Cneo AK release	/	-1	/	0	1	/
Statin myotox sup	/	6	10	-4	-5	5
miR122 inh	/	-1	-4	/	-2	5
ARNT TACC3 PPI	0	-3	1	-4	-8	17
ERp5 block	-4	1	/	/	2	-7

31) COc1ccc(NC(=O)c2cc([N+](=O)[O-])ccc2N2CCCCC2)cc1
32) O=S(=O)(c1ccc(F)cc1)N1CCCCN2[C@H](CO)[C@H](c3ccc(-c4ccccc4F)cc3)[C@@H]2C1
33) COc1ccc(/C=C2\CCn3c2nc2cc(C(=O)O)ccc2c3=O)cc1OC
34) O=S(=O)(Cc1cc(-c2ccc(Cl)cc2)no1)c1ccccc1
35) CCOC(=O)Nc1ccc2c(c1)nc(CN1CCOCC1)n2C
36) C[C@H]1CN([C@@H](C)CO)C(=O)CCCn2nncc2CO[C@H]1CN(C)Cc1ccc2cccnc2c1

assay / entry	31	32	33	34	35	36
SIRT5 inh	-2	20*	3	/	/	-2
esBAF inh	-6	/	2	51*	/	-2
Cneo AK release	0	2	4	-1	0	7
Statin myotox sup	-16	/	6	-34	/	7
miR122 inh	/	-3[16.7 µM]	-6	-8	-3	-2[16.7 µM]
ARNT TACC3 PPI	/	9	1	-10	5	0
ERp5 block	-1	-6	-2	/	/	-4

37) CCc1ccccc1Oc1ccc(S(=O)(=O)N2CCN(C)CC2)cn1
38) CCCCn1c(SCC(=O)Nc2cc(C)on2)nnc1-c1ccncc1
39) O=C(NC(=S)Nc1ccc(N2CCOCC2)cc1)c1ccc2c(c1)OCCO2
40) COc1ccc(-c2noc(N(C)CC(=O)Nc3cccc(C(F)(F)F)c3)n2)cc1
41) CCCN(CC(=O)Nc1ccccc1C)C(=O)c1ccc(S(=O)(=O)N2CCC(C)CC2)cc1
42) COc1ccc(OC)c(NC(=O)COC(=O)c2c(C)noc2C)c1

assay / entry	37	38	39	40	41	42
SIRT5 inh	1	-1	/	/	-5	-1
esBAF inh	33	-3	/	?	-1	-2
Cneo AK release	/	/	0	-19	-4	0
Statin myotox sup	15	1	/	-6	-4	2
miR122 inh	-7	-5	0	-3	-4	2
ARNT TACC3 PPI	3	12	-1	-3	4	-2
ERp5 block	-1	1	/	/	2	5

43) N#Cc1c(N)nc2c(c1-c1ccncc1)CCCCC2
44) Oc1c(Cl)cc(Cl)cc1/C=N/NC(=S)NC1CC2C=CC1C2 (stereo not drawn)
45) CC(C)CC#Cc1ccc2c(c1)O[C@H](CN(C)C(=O)c1cnccn1)[C@@H](C)CN([C@H](C)CO)S2(=O)=O
46) CCN(CC)CCCNC(=O)c1c(O)c2cc(F)cc3c2n(c1=O)C(C)CC3 (stereo not drawn)
47) Cc1cc(C)nc(/N=C2/NC(=O)CS2)n1
48) Cc1cccc(C)c1NC(=O)CN(C)CC(=O)Nc1ccccc1Br

assay / entry	43	44	45	46	47	48
SIRT5 inh	/	0	1	0	3	/
esBAF inh	2	/	2	-4	3	2
Cneo AK release	6	-1	-2	2	0	0
Statin myotox sup	-4	/	4	-12	-12	2
miR122 inh	2	-1	21[16.7 µM]	-8	-5	-6
ARNT TACC3 PPI	0	-1	-2	6	7	1
ERp5 block	/	1	9	1	1	/

# Exported with tabs: part of the list above.
entry	SMILES	SIRT5 inh	esBAF inh	Cneo AK release	Statin myotox sup	miR122 inh	ARNT TACC3 PPI	ERp5 block
43	N#Cc1c(N)nc2c(c1-c1ccncc1)CCCCC2	/	2	6	-4	2	0	/
48	Cc1cccc(C)c1NC(=O)CN(C)CC(=O)Nc1ccccc1Br	/	2	0	2	-6	1	/
47	Cc1cc(C)nc(/N=C2/NC(=O)CS2)n1	3	3	0	-12	-5	7	1
44	Oc1c(Cl)cc(Cl)cc1/C=N/NC(=S)NC1CC2C=CC1C2 (stereo not drawn)	0	/	-1	/	-1	-1	1
45	CC(C)CC#Cc1ccc2c(c1)O[C@H](CN(C)C(=O)c1cnccn1)[C@@H](C)CN([C@H](C)CO)S2(=O)=O	1	2	-2	4	21[16.7 µM]	-2	9

# Additional records follow.
49) O=C(c1ccc2c(c1)OCO2)N1C[C@@H]2[C@H](c3ccccc31)[C@H](CO)N2Cc1ccc2c(c1)OCO2
50) COCCNC(=O)C(c1ccc(F)cc1)N(Cc1ccco1)C(=O)CCC(=O)Nc1nccs1 (stereo not drawn)
51) COc1cc(OC)cc(C(=O)NC(C(=O)NCCN(C)C)C23CC4CC(CC(C4)C2)C3)c1 (stereo not drawn)
52) O=C(NCC1CCCO1)c1nn2c(C(F)(F)F)cc(-c3cccs3)nc2c1Br (stereo not drawn)
53) COCCn1c(SCC(=O)Nc2ccc(OC)cc2OC)nc2ccccc2c1=O
54) CCn1c(CSc2nc(C)cc(C)n2)nnc1SCC(N)=O

assay / entry	49	50	51	52	53	54
SIRT5 inh	/	/	/	-2	10	-1
esBAF inh	-5	-9	0	-8	-5	/
Cneo AK release	2	-2	1	1	-1	/
Statin myotox sup	5	/	16	-42	-1	/
miR122 inh	30[16.7 µM]	-4	-6	3	-7	/
ARNT TACC3 PPI	18	/	5	/	-6	1
ERp5 block	/	/	/	4	3	-6

55) CC1Cc2cc(/C(O)=C3\C(=O)C(=O)N(Cc4ccncc4)C3c3ccccc3F)ccc2O1 (stereo not drawn)
56) C[C@@H]1CN([C@H](C)CO)C(=O)c2cc(NC(=O)C3CCCCC3)ccc2O[C@@H]1CN(C)C(=O)Nc1ccc2c(c1)OCO2
57) COC(=O)c1ccc(NC(=O)CN2CCC(NC(=O)c3ccccc3F)CC2)cc1
58) COc1ccc(S(=O)(=O)N(CC(=O)NC2CCCCC2)c2ccc(F)cc2)cc1
59) C[C@@H]1CN([C@@H](C)CO)C(=O)c2cc(NC(=O)CCCN(C)C)ccc2O[C@@H](C)CCCCO[C@@H]1CN(C)S(=O)(=O)c1cccs1
60) CCCCn1c(N)c(N(C)C(=O)c2ccc(Br)o2)c(=O)[nH]c1=O
61) COc1cc(/C=C(\C#N)c2nc3ccccc3n2C)cc(OC)c1O
62) COc1ccc(Cc2nc3ccc(C(=O)N(C)Cc4nccn4C)cc3o2)cc1

assay / entry	55	56	57	58	59	60	61	62
SIRT5 inh	-6	0	9	2	-1	-1	2	3
esBAF inh	21	7	3	/	3	-2	/	-2
Cneo AK release	-1	-1	0	0	49	-1	/	1
Statin myotox sup	6	12	0	/	/	-3	/	6
miR122 inh	5	7[16.7 µM]	-2	5	5[16.7 µM]	-3	/	-1
ARNT TACC3 PPI	2	-6	/	0	-2	-1	1	/
ERp5 block	/	1	3	-1	1	3	-3	-2
